# Source: PubChem BioAssay
# SENP8 block-1: inhibitors of human SENP8 protease; purified SENP8, Z-RLRGG-aminoluciferin cleavage, luminescence; inhibition, % at 10 µM; 330,000 compounds, 1.2% hits; AID 2540; in the data active means inhibition above about 50%
# HKDC1 inhibitor: HKDC1 (human) hexokinase inhibition. Q2TB90. recombinant HKDC1, G6PDH/diaphorase resazurin coupled fluorescence. inhibition, % at 20 µM. 340,000 compounds, 0.16% hits;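 active means inhibition above about 35% when tested at 20 µM, limit read from the data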;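 further: plate controls were DMSO wells with enzyme for no effect and DMSO wells lacking enzyme for full effect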
# Target sequence (Q2TB90 whole entry, looked up): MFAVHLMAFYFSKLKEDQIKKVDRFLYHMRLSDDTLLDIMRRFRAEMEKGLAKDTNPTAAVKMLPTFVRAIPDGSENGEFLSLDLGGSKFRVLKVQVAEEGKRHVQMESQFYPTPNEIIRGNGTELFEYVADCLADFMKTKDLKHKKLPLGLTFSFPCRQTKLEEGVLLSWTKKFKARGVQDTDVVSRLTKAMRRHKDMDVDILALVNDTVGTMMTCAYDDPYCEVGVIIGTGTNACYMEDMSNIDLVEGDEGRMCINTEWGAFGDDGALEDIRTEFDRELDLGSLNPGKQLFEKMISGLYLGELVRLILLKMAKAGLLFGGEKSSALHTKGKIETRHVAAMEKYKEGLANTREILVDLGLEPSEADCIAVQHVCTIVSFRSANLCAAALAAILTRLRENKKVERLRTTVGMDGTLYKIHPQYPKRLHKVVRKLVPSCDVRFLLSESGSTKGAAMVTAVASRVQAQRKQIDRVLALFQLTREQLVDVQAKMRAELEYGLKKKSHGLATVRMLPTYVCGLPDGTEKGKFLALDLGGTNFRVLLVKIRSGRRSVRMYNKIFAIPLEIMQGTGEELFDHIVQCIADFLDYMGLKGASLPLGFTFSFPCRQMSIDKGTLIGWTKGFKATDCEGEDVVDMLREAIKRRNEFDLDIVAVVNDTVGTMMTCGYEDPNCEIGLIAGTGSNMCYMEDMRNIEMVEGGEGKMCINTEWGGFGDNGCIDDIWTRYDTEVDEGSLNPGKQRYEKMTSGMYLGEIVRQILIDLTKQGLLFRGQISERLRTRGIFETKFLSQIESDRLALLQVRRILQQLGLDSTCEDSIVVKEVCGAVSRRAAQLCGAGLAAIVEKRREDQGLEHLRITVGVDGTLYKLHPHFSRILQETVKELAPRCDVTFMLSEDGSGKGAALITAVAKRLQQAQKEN
#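 Assay system: recombinant HKDC1 hexokinase; detection: coupled resazurin fluorescence, excitation 525 nm, emission 613 nm; benchmarks: DMSO-plus-enzyme-mix negative control, buffer-substituted positive control; compound dosing: single 20 µM dose; schedule: 90 min at room temperature in dark; also added: glucose plus 1 mM ATP as hexokinase substrates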
# PfGluPho inh: PfG6PD (Plasmodium falciparum) enzyme inhibition; PfGluPho enzyme, NADPH resazurin-diaphorase fluorescence; inhibition, % at 20 µM; 350,000 compounds, 0.78% hits; AID 504690;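 active means inhibition reaching at least a set limit at 20 µM in the primary screen, cut at about 59% in these data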;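 further: 0% = DMSO wells with substrate and 100% = DMSO wells lacking glucose-6-phosphate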
# UBC13 inh: human UBC13 polyubiquitination inhibition; UBC13 polyubiquitin chain formation, TR-FRET; inhibition, % at 20 µM; 330,000 compounds, 0.47% hits; AID 485273; in the data active means inhibition above about 45%, passing the limit was not always enough
# Target sequence (P61088 whole entry, looked up): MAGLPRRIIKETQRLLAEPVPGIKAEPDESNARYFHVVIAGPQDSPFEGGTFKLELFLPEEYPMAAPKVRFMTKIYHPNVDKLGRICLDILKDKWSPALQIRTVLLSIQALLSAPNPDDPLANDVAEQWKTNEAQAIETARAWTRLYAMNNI
# SENP8 block-2: inhibitors of human SENP8 protease; Q96LD8; recombinant SENP8, Nedd8 substrate fluorescence; inhibition, % at 20 µM; 360,000 compounds, 0.64% hits; AID 602440; in the data active means inhibition mostly above about 40%, no sharp cut-off; inactive means mostly below about 27%
# MIN6 prolif: induces beta-cell replication in MIN6 cells | MIN6 cells proliferation, ATPlite luminescence, 48 h; cells starved in 0.2% serum; 100% = growth in 10% serum | proliferation, % at 10 µM | 330,000 compounds, 0.29% hits;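 active means compounds whose signal lies at least 3.5 SD above the mean of all wells on their plate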;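 further: 0% = DMSO-treated cells in low-serum medium and 100% = 10% serum control; some compounds called inactive have numbers as strong as hits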
# SENP7 block: blocks the human protease SENP7; AID 434973; Q9BQF6; inhibition, % at 5 µM; recombinant SENP7, Z-RLRGG-aminoluciferin luminescence, 40 min; 330,000 compounds, 1.5% hits;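 active means inhibition above about 50% at the single test dose, limit read from the data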;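 further: plate controls were DMSO with enzyme for no effect and no enzyme buffer wells for full effect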
# SENP6 block: blocks the human protease SENP6. Q9GZR1. inhibition, % at 10 µM. Recombinant SENP6 catalytic domain, aminoluciferin luminescence. 330,000 compounds, 1.8% hits;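 active means inhibition above about 50% at the single tested dose, limit read from the data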;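 further: plate controls were DMSO wells with enzyme for no effect and DMSO wells lacking enzyme for full effect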
# SENP1 FRET inh: blocks the human SENP1 SUMO protease catalytic domain; 360,000 compounds, 0.21% hits; inhibition, % at 10 µM; recombinant SENP1 catalytic domain, CyPet-SUMO1-YPet FRET cleavage;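 active means inhibition at least 30% at 10 µM, raw YFP signal under a set limit, fluorescence ratio 0.5 to 1.5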;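 further: 0% = enzyme with DMSO and 100% = no enzyme wells; some results filed as inactive read as strong as hits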
#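 Test system: hSENP1 catalytic domain, recombinant; Amount: 20 pM final SENP1 enzyme; Medium: Tris pH 8 buffer plus EDTA, NaCl, BME, BSA, NP40, catalase; Schedule: 50 min enzyme reaction, room temperature, light-protected; Technique: FRET fluorescence in CFP and YFP emission channels; Controls: no-enzyme wells low, DMSO-plus-enzyme wells high control.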
# * = called active by the depositor; . = not tested or not shown.
Compound	SENP8 block-1	HKDC1 inhibitor	PfGluPho inh	UBC13 inh	SENP8 block-2	MIN6 prolif	SENP7 block	SENP6 block	SENP1 FRET inh
Cc1cc(C)nc(NC2=NCCN2C(=O)NC2CCCCC2)n1	-7	0	-5	5	19	-1	-1	-14	1
COc1ccc(CCNC(=O)c2ccccc2NC(=O)CN2CCN(c3ccccc3O)CC2)cc1	-4	4	38	8	-6	8	0	-3	0
O=C(Nc1ccccc1F)c1ccc2snnc2c1	21	-3	1	-2	2	0	46	51*	-1
CC(NC(=O)CCSCCC(=O)NC(C)c1ccccc1)c1ccccc1 (stereo not given)	-5	-4	-6	-1	1	0	-10	-10	-1
CCOC(=O)CNC(=S)N(CCCN1CCCCC1)Cc1cccs1	2	-5	-4	-6	13	-2	-1	-3	2
O=S(=O)(NCC(O)c1ccccc1)c1ccc(-c2ccccn2)s1 (stereo not given)	-6	4	5	-3	-5	0	2	-12	3
c1ccc(CSc2n[nH]c(-c3ccco3)n2)cc1	-13	0	8	6	24	-2	9	-11	1
COc1ccc(CCn2c(-c3ccccc3)nc3c(c(=O)c4ccccc4n3C)c2=O)cc1	0	.	.	16	.	0	3	12	.

# Next part
Compound	SENP8 block-1	HKDC1 inhibitor	PfGluPho inh	UBC13 inh	SENP8 block-2	MIN6 prolif	SENP7 block	SENP6 block	SENP1 FRET inh
COc1ccc2nc(NC(=O)Cn3cnc4c(=O)n(C)c(=O)n(C)c43)sc2c1	-4	6	-14	5	5	-2	-2	-6	-3
C[N+](C)(C)CCCCCCC(=O)/C=N/O	1	-13	-4	-10	1	-1	-7	8	-1
Cc1cccc(/C=C2\Sc3ccc(C(=O)N4CCOCC4)cc3N(C)C2=O)c1	3	0	-2	-1	-10	4	0	5	-2
COc1cccc(OCC(Cn2cnc3ccccc32)OC(C)=O)c1 (stereo not given)	-12	13	13	-17	9	-3	-8	-5	1
C=CCn1c(SCC(=O)N2CCc3ccccc3C2)nnc1-c1ccncc1	-10	7	-10	-3	-3	0	-2	-14	0
O=C(O)c1cccc(-c2ccc(/C=N/n3cnc4sc5c(c4c3=O)CCCC5)o2)c1	5	.	.	-1	.	-3	-1	8	.
CCOC(=O)N/N=C\c1ccc(-c2cc(Cl)ccc2Cl)o1	1	0	-8	-7	-24	-2	-2	0	-1
O=C(NCC(=O)N1CCN(S(=O)(=O)c2ccc3c(c2)OCCO3)CC1)c1ccccc1Cl	-9	-5	-18	-8	4	0	-4	-10	0

# Next entries follow.
Compound	SENP8 block-1	HKDC1 inhibitor	PfGluPho inh	UBC13 inh	SENP8 block-2	MIN6 prolif	SENP7 block	SENP6 block	SENP1 FRET inh
Cc1ccc(NC(=O)CN2C(=O)NC(Cc3ccccc3)C2=O)cc1 (stereo not given)	9	-5	-6	4	21	-2	-2	1	4
NC(=S)Nc1cc(Cl)cc(Cl)c1	-5	-6	20	1	16	-1	-3	-17	2
Fc1ccccc1/C=N/Nc1nn[nH]n1	-6	-4	-16	2	21	1	4	-11	0
O=C(Cn1cnc2ccccc2c1=O)NCCC(=O)N1CCN(c2ccccc2)CC1	4	-8	-4	4	11	1	3	9	-3
O=C(CCCc1c[nH]c2ccccc12)NCc1ccccc1F	-1	-3	-4	6	12	-1	3	-11	1
CC(C)(C)NC(=O)C(c1cccs1)N(CC1CCCO1)C(=O)Cn1nnc(-c2cccs2)n1 (stereo not given)	-1	-7	4	-2	13	1	3	-8	2
COc1ccc(CNC(=O)C2CCCN(S(=O)(=O)N3CC(C)CC(C)C3)C2)c(OC)c1 (stereo not given)	-1	-6	-5	0	16	2	-8	3	2
COC(=O)c1sccc1NC(=S)N1CCCCC1	8	-1	-7	6	5	0	0	1	-3

# 17 neighbouring compounds already listed, for reference:
Compound	SENP8 block-1	HKDC1 inhibitor	PfGluPho inh	UBC13 inh	SENP8 block-2	MIN6 prolif	SENP7 block	SENP6 block	SENP1 FRET inh
Cc1cc(C)nc(NC2=NCCN2C(=O)NC2CCCCC2)n1	-7	0	-5	5	19	-1	-1	-14	1
COc1ccc(CCNC(=O)c2ccccc2NC(=O)CN2CCN(c3ccccc3O)CC2)cc1	-4	4	38	8	-6	8	0	-3	0
O=C(Nc1ccccc1F)c1ccc2snnc2c1	21	-3	1	-2	2	0	46	51*	-1
CC(NC(=O)CCSCCC(=O)NC(C)c1ccccc1)c1ccccc1 (stereo not given)	-5	-4	-6	-1	1	0	-10	-10	-1
CCOC(=O)CNC(=S)N(CCCN1CCCCC1)Cc1cccs1	2	-5	-4	-6	13	-2	-1	-3	2
O=S(=O)(NCC(O)c1ccccc1)c1ccc(-c2ccccn2)s1 (stereo not given)	-6	4	5	-3	-5	0	2	-12	3
c1ccc(CSc2n[nH]c(-c3ccco3)n2)cc1	-13	0	8	6	24	-2	9	-11	1
COc1ccc(CCn2c(-c3ccccc3)nc3c(c(=O)c4ccccc4n3C)c2=O)cc1	0	.	.	16	.	0	3	12	.
COc1ccc2nc(NC(=O)Cn3cnc4c(=O)n(C)c(=O)n(C)c43)sc2c1	-4	6	-14	5	5	-2	-2	-6	-3
C[N+](C)(C)CCCCCCC(=O)/C=N/O	1	-13	-4	-10	1	-1	-7	8	-1
Cc1cccc(/C=C2\Sc3ccc(C(=O)N4CCOCC4)cc3N(C)C2=O)c1	3	0	-2	-1	-10	4	0	5	-2
COc1cccc(OCC(Cn2cnc3ccccc32)OC(C)=O)c1 (stereo not given)	-12	13	13	-17	9	-3	-8	-5	1
C=CCn1c(SCC(=O)N2CCc3ccccc3C2)nnc1-c1ccncc1	-10	7	-10	-3	-3	0	-2	-14	0
O=C(O)c1cccc(-c2ccc(/C=N/n3cnc4sc5c(c4c3=O)CCCC5)o2)c1	5	.	.	-1	.	-3	-1	8	.
CCOC(=O)N/N=C\c1ccc(-c2cc(Cl)ccc2Cl)o1	1	0	-8	-7	-24	-2	-2	0	-1
O=C(NCC(=O)N1CCN(S(=O)(=O)c2ccc3c(c2)OCCO3)CC1)c1ccccc1Cl	-9	-5	-18	-8	4	0	-4	-10	0
Cc1ccc(NC(=O)CN2C(=O)NC(Cc3ccccc3)C2=O)cc1 (stereo not given)	9	-5	-6	4	21	-2	-2	1	4

# Additional entries:
Compound	SENP8 block-1	HKDC1 inhibitor	PfGluPho inh	UBC13 inh	SENP8 block-2	MIN6 prolif	SENP7 block	SENP6 block	SENP1 FRET inh
CCCCc1nc2sc3c(=O)n(N)cnc3c2c2c1CCCC2	-8	-12	-19	-10	15	-2	3	-1	2
COC(=O)[C@@]12CCCCN1[C@H](c1ccc(-c3cccc(Cl)c3)c(OC)c1)[C@@H]1C(=O)N(C)C(=O)[C@@H]12	2	1	21	6	-3	-9	0	-16	-1
CC(C)(C)C(=O)N1CCN(c2nc3ccccc3o2)CC1	-10	-3	11	-9	1	0	-3	-18	0
COc1c(F)c(F)c(-c2csc(N)n2)c(F)c1F	-10	5	-5	-12	5	-5	-8	-6	-1
O=C1[C@H](Cc2ccccc2)NCCCC[C@H](c2ccc(Cl)cc2)N1Cc1ccc(Cl)cc1	.	1	9	.	11	.	.	.	0
CC(C)c1nc2oc3c(N4CCNCC4)ncnc3c2c2c1CCC2	.	0	5	.	-36	.	.	.	4
O=C(Cn1c2ccccc2c(=O)c2ccccc21)Nc1ccccc1F	0	-10	-1	-2	-414	0	3	-13	-26
CC(O)CNCc1ccc(Cl)cc1Cl (stereo not given)	-1	12	-11	-2	22	-1	4	1	0

# Among those listed so far, these have an aryl thioether with sulfur outside any ring.
Compound	SENP8 block-1	HKDC1 inhibitor	PfGluPho inh	UBC13 inh	SENP8 block-2	MIN6 prolif	SENP7 block	SENP6 block	SENP1 FRET inh
c1ccc(CSc2n[nH]c(-c3ccco3)n2)cc1	-13	0	8	6	24	-2	9	-11	1
C=CCn1c(SCC(=O)N2CCc3ccccc3C2)nnc1-c1ccncc1	-10	7	-10	-3	-3	0	-2	-14	0

# Continuation.
Compound	SENP8 block-1	HKDC1 inhibitor	PfGluPho inh	UBC13 inh	SENP8 block-2	MIN6 prolif	SENP7 block	SENP6 block	SENP1 FRET inh
COc1ccc(CNC(=O)C(=O)NCCC2CCCCN2S(=O)(=O)c2ccc(C)cc2)cc1 (stereo not given)	-2	1	13	0	6	-4	-5	-12	1
COC(=O)c1c(N)sc(C(=O)NCCc2ccccc2)c1C	75*	0	44	2	-67	-4	89*	88*	0
CCc1ccc(OCC(=O)N2CCN=C2c2ccccc2)cc1	-9	-5	1	-12	26	-1	-3	-22	2
N#Cc1ccc(C(=O)NCC2CCCCC2)cc1	2	-6	3	11	20	-4	-4	20	-2
C[C@H](NC(=O)C1CC(=O)N(c2ccc3c(c2)OCCO3)C1)C(=O)NCc1ccco1 (stereo not given in full)	5	-4	0	-6	9	-1	4	-8	1
CCOC(=O)n1c(=O)n(Cc2ccccc2C)c2ccccc21	-10	-2	-11	13	9	1	-4	-40	2
O=C1c2ccccc2NC2(CCCCC2)N1c1ccc(O)cc1	0	0	14	10	-413	-2	-5	7	1
CCc1nc2ccccc2c(C(=O)OCC(=O)N(C)Cc2ccccc2)c1C	4	4	-18	10	13	1	4	2	1

# (further entries)
Compound	SENP8 block-1	HKDC1 inhibitor	PfGluPho inh	UBC13 inh	SENP8 block-2	MIN6 prolif	SENP7 block	SENP6 block	SENP1 FRET inh
O=c1cc(O)nc(-c2ccc(Cl)cc2)s1	4	-1	35	11	-32	0	8	-2	0
COC(=O)c1cccc(NC(=O)c2cccnc2C(=O)O)c1C	10	-4	-6	3	-4	-1	-1	-5	1
Cc1ccc(-n2c(C)cc(/C=C3/C(=N)N4C(c5ccccc5)=CSC4=NC3=O)c2C)cc1	-7	-6	0	-5	-259	-2	3	5	-31
CC(C)[C@H](NC(=O)c1ccc(F)cc1)C(=O)N(C)Cc1cccs1	-10	-2	-1	-11	12	2	-4	-13	-1
Cc1cccc(C)c1NC(=O)CNC(=O)c1cnccn1	-5	-8	8	15	-4	0	8	5	2
O=C(NCc1ccccc1)C1=C[C@@H](c2coc3ccccc3c2=O)C[C@@H](OCCCCO)O1	3	-1	11	13	13	-2	-1	-10	-1
CN1CCN(C(=O)c2ccccc2NC(=O)CCN2C(=O)c3ccccc3C2=O)CC1	-1	-2	-12	5	8	-1	-1	5	2
O=C(c1ccccc1)c1ccc(OC(=O)N2CCCC2)cc1	-11	-4	3	-6	22	-4	0	0	-1

# (cont.)
Compound	SENP8 block-1	HKDC1 inhibitor	PfGluPho inh	UBC13 inh	SENP8 block-2	MIN6 prolif	SENP7 block	SENP6 block	SENP1 FRET inh
N#Cc1ccc(C(=O)OCC(=O)N2CCN(C(=O)c3ccco3)CC2)cc1	0	-7	8	4	-9	-1	9	2	3
CCOc1ccc(C(=O)NC(=S)Nc2ncccc2C)cc1[N+](=O)[O-]	1	-4	-7	-8	30	-5	17	19	1
COc1cc(NC(=O)CCCc2c[nH]c3ccccc23)cc(OC)c1	2	-2	7	3	-15	-3	-2	-14	1
Cc1cccc(C)c1NC(=O)C1CSC2(C)CCC(=O)N12 (stereo not given)	3	-5	2	3	4	2	-7	-6	-2
COc1ccc(OC)c(CNC(=O)CCN2C(=O)COc3ccccc32)c1	-8	-10	50	3	2	0	-4	2	2
N#CC(C#N)=CC1=C2OC(c3ccccc3)=CC(c3ccccc3)=C2CCC1	13	1	4	2	6	-4	-2	7	-9
Cc1cc(=O)oc2c(C)c(OC(C)C(=O)N3CC[C@@]4(O)CCCC[C@H]4C3)ccc12 (stereo not given in full)	-14	3	-7	-3	-79	3	6	-8	1
